# Screening results as filed in PubChem.
# INS-1E GSIS act: GLuc luminescence reporter in INS-1E cells, primary screen for activators of glucose-dependent secretion of insulin; INS-1E GLuc reporter insulin secretion, 2-3 h; activation, % at 16.6 µM; 0.61% of 370,000 active;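 active = lowest replicate activation of at least 40%, so every replicate reaches that level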;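 note: 0% = median of neutral control wells and 100% = median of IBMX positive control wells; some compounds called inactive have numbers as strong as hits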
# miR122 inh: miR-122 inhibition in Huh7 cells. Huh7 miR-122 Renilla luciferase sensor, 48 h; neutral wells = 0, positive control = 100. activation (reporter increase), % at 12.5 µM. 0.3% of 340,000 active. AID 602342;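 active = mean replicate activation score at least 90 and every replicate individually at or above 90; inconclusive = only one of the two criteria met; inactive = neither criterion met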;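 note: higher luciferase means less miR-122 activity so hits act as miR-122 inhibitors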
# EWS-Fli inh: EWS/Fli transcriptional activity inhibition. A673 NR0B1-luciferase reporter, viability-normalised. inhibition, % at 12.6 µM. 0.67% of 350,000 active;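 active = mean inhibition of at least 50% after viability correction, with every replicate also passing that limit; inconclusive = mean reaches 50% but only one of two replicates passes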;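 note: firefly luciferase signal divided by Alamar Blue viability fluorescence both relative to DMSO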
# CFTR F508del cor: CFTR F508del correction in bronchial cells. CFBE cells, YFP halide quenching; stimulated with forskolin plus potentiator P3; % fluorescence drop versus neutral controls. activity (quench increase), % at 7.58 µM. 0.36% of 350,000 active. AID 720511;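 active = mean added fluorescence quench of at least 8% versus neutral control, with both replicates also reaching 8%; inconclusive = only one of the mean or replicate conditions met; inactive = mean below 8% and not both replicates reaching 8%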;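 note: cells transiently co-express mutant CFTR-F508del with the halide-sensitive YFP; corrector assay measuring rescue of mutant channel to the surface after 24 h compound exposure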
# PAX8 reporter: inhibitors of PAX8 transcriptional activity in RMG-I cells | 1.2% of 360,000 active | inhibition, % at 12.6 µM | AID 652154 | RMG-I TPO-luciferase reporter, SteadyGlo, 24 h;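 active = mean replicate inhibition at least 60% with every replicate also reaching 60%; inconclusive = only one of the two criteria is met; inactive = mean below 60% and not all replicates reaching 60%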;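 note: luciferase light reporting Pax8 driven TPO promoter activity; plate controls were median of neutral control wells for no effect and mitoxantrone controls for full effect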
# FN deposition inh: fibronectin deposition inhibition. AH1F fibroblasts, Alexa488-fibronectin deposition fluorescence, overnight. inhibition, % at 12.6 µM. 0.086% of 350,000 active;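 active = mean inhibition across replicates of 30% or more, regardless of how many single replicates reach that level; inconclusive = mean under 30% yet at least half of replicates reach 30%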;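 note: positive control wells lacked labelled fibronectin entirely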
#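 test system = AH1F fibroblasts assembling fluorescent fibronectin matrix | quantity = 10000 AH1F cells per well | buffer or medium = DMEM plus 2% serum, read in PBS | doses = single dose, pinned | incubation = 1 h cell attachment, overnight exposure to compound and label | detection = fluorescence at 485 nm excitation, 525 nm emission | read-out basis = inhibition from reduced deposited-fibronectin fluorescence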
# DENV2 CPE: protects cells from dengue virus 2 cytopathic effect; 1.7% of 350,000 active; DENV2-infected cells, cytopathic effect rescue, plate reader; CPE inhibition, % at 9.99 µM; AID 651640; in the data active = CPE inhibition above about 20%, passing the limit was not always enough; inconclusive = no clear call, values can overlap the other calls; tested in BHK-21 cells;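 note: 0% = median of neutral control wells and 100% = median of positive control wells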
# An asterisk follows results filed as active; ? = inconclusive; . = not tested or not shown; [ ] = remark or other dose.
SMILES,INS-1E GSIS act,miR122 inh,EWS-Fli inh,CFTR F508del cor,PAX8 reporter,FN deposition inh,DENV2 CPE
Cc1cc(C(=O)OCC(=O)Nc2ccc(F)cc2[N+](=O)[O-])c2ccccc2n1,11,.,-16,.,19,1,-12
CC(=O)c1ccc(Nc2ccc(-c3ccccc3C)nn2)cc1,2,-5,-98,-0.2,-106,-13,6
Cc1ccc(C(=O)N2CCN(c3ncc(C(F)(F)F)cc3Cl)CC2)s1,16,-6,-2,1.4,7,.,-12
CNC[C@H]1Oc2ccc(NS(=O)(=O)c3ccc(C)cc3)cc2C(=O)N([C@H](C)CO)C[C@@H]1C,-6,-2[16.7 µM],-3,-0.9,-5,.,?
C[C@@H]1CCCCO[C@@H](CN(C)S(=O)(=O)c2ccc(F)cc2)[C@@H](C)CN([C@H](C)CO)C(=O)c2cc(NC(=O)C3CCCCC3)ccc2O1,4,-5[16.7 µM],-9,-1.1,-6,-12,?
Cc1ccc(-c2cnc3c(c2)C(=O)N([C@H](C)CO)C[C@H](C)[C@H](CN(C)C(=O)Cc2cccnc2)O3)cc1,6,-3[16.7 µM],-20,0.9,-26,1,4
Cc1ccc(N2C(=O)C3CC3C2=O)cc1 (stereo not drawn),-1,0,-1,0.0,-4,-3,.
CCc1ccccc1NS(=O)(=O)c1cccc2nsnc12,22,.,0,2.1,15,2,-1
Cc1ccc(N(CC(=O)NC(C)C)C(=O)CCC(=O)Nc2nccs2)cc1C,2,.,14,-0.5,-19,1,5
CC1(C)Cc2c(c(N3CCOCC3)nc3sc4c(NCCN)ncnc4c23)CO1,52*,.,5,1.7,-2,21,5
COc1ccccc1-n1ccnc1SCC(=O)NC(C)(C)C,26,.,1,0.9,18,8,.
C[C@H]1CCCCO[C@H](CN(C)C(=O)CCC(F)(F)F)[C@@H](C)CN([C@@H](C)CO)C(=O)c2cc(NS(=O)(=O)c3cccs3)ccc2O1,-8,0[16.7 µM],-4,-0.9,-31,.,10
O=C(C1CC1)N1CCN(c2ccc([N+](=O)[O-])cc2-n2cccc2)CC1,6,.,-14,0.5,11,5,-5
Cc1ccc(C(CNC(=O)c2ccco2)N2CCN(C)CC2)cc1 (stereo not drawn),9,-5,-7,-4.0,10,-3,-5
Cn1cc(-c2nc3ccccc3[nH]2)c2ccccc21,.,-4,.,.,-169,3,.
CCOc1ccccc1NC(=O)N1CCCC1C(=O)NCc1cccs1 (stereo not drawn),-19,4,-2,-2.6,-6,-2,-6
Cc1cc(C)nc(NNC2=CC(=O)CC(C)(C)C2)n1,3,.,8,.,-2,13,-6
Cc1cccc(OCCC(=O)Nc2ccc(F)c(Cl)c2)c1,-31,.,9,.,6,4,.
CCOCCCNC(=O)CCc1ccc(S(=O)(=O)Nc2ccc(C)cc2)cc1,13,6,-4,-2.3,2,-5,-2
C[C@H](CO)N1C[C@H](C)[C@@H](CN(C)Cc2ccc(O)cc2)OCc2ccccc2-c2c(n(C)c3ccccc23)C1=O,-6,.,.,1.7,0,-13,-6
Cc1ccc(S(=O)(=O)Nc2ccc3c(c2)C(=O)N([C@H](C)CO)C[C@@H](C)[C@@H](CN(C)C(=O)NC(C)C)O3)cc1,9,3[16.7 µM],1,-1.3,-6,.,2
O=C(Nc1ccc(Cl)c(Cl)c1)N1CCCCCC1,1,13,-123,1.3,-61,0,3
O=C(NCc1ccccc1)C(c1cc2ccccc2o1)n1c(=O)c(-c2ccccc2)nc2ccccc21 (stereo not drawn),4,.,-42,-2.1,30,-14,1
Cc1cc(OCC(=O)NNC(=O)c2cccc(F)c2)ccc1Cl,16,-1,-1,1.9,-8,2,2
N=C1C(c2nc3ccccc3s2)=C(O)CN1C1CCC(O)CC1 (stereo not drawn),19,.,-40,0.0,0,-2,-3

# Part of the list above, set out differently.
SMILES | INS-1E GSIS act | miR122 inh | EWS-Fli inh | CFTR F508del cor | PAX8 reporter | FN deposition inh | DENV2 CPE
Cc1ccc(N(CC(=O)NC(C)C)C(=O)CCC(=O)Nc2nccs2)cc1C | 2 | . | 14 | -0.5 | -19 | 1 | 5
CC1(C)Cc2c(c(N3CCOCC3)nc3sc4c(NCCN)ncnc4c23)CO1 | 52* | . | 5 | 1.7 | -2 | 21 | 5
COc1ccccc1-n1ccnc1SCC(=O)NC(C)(C)C | 26 | . | 1 | 0.9 | 18 | 8 | .
C[C@H]1CCCCO[C@H](CN(C)C(=O)CCC(F)(F)F)[C@@H](C)CN([C@@H](C)CO)C(=O)c2cc(NS(=O)(=O)c3cccs3)ccc2O1 | -8 | 0[16.7 µM] | -4 | -0.9 | -31 | . | 10
O=C(C1CC1)N1CCN(c2ccc([N+](=O)[O-])cc2-n2cccc2)CC1 | 6 | . | -14 | 0.5 | 11 | 5 | -5
Cc1ccc(C(CNC(=O)c2ccco2)N2CCN(C)CC2)cc1 (stereo not drawn) | 9 | -5 | -7 | -4.0 | 10 | -3 | -5
Cn1cc(-c2nc3ccccc3[nH]2)c2ccccc21 | . | -4 | . | . | -169 | 3 | .
CCOc1ccccc1NC(=O)N1CCCC1C(=O)NCc1cccs1 (stereo not drawn) | -19 | 4 | -2 | -2.6 | -6 | -2 | -6
Cc1cc(C)nc(NNC2=CC(=O)CC(C)(C)C2)n1 | 3 | . | 8 | . | -2 | 13 | -6
Cc1cccc(OCCC(=O)Nc2ccc(F)c(Cl)c2)c1 | -31 | . | 9 | . | 6 | 4 | .
CCOCCCNC(=O)CCc1ccc(S(=O)(=O)Nc2ccc(C)cc2)cc1 | 13 | 6 | -4 | -2.3 | 2 | -5 | -2
C[C@H](CO)N1C[C@H](C)[C@@H](CN(C)Cc2ccc(O)cc2)OCc2ccccc2-c2c(n(C)c3ccccc23)C1=O | -6 | . | . | 1.7 | 0 | -13 | -6
Cc1ccc(S(=O)(=O)Nc2ccc3c(c2)C(=O)N([C@H](C)CO)C[C@@H](C)[C@@H](CN(C)C(=O)NC(C)C)O3)cc1 | 9 | 3[16.7 µM] | 1 | -1.3 | -6 | . | 2
O=C(Nc1ccc(Cl)c(Cl)c1)N1CCCCCC1 | 1 | 13 | -123 | 1.3 | -61 | 0 | 3
O=C(NCc1ccccc1)C(c1cc2ccccc2o1)n1c(=O)c(-c2ccccc2)nc2ccccc21 (stereo not drawn) | 4 | . | -42 | -2.1 | 30 | -14 | 1
Cc1cc(OCC(=O)NNC(=O)c2cccc(F)c2)ccc1Cl | 16 | -1 | -1 | 1.9 | -8 | 2 | 2
N=C1C(c2nc3ccccc3s2)=C(O)CN1C1CCC(O)CC1 (stereo not drawn) | 19 | . | -40 | 0.0 | 0 | -2 | -3

# Three compounds from above, ordered by SMILES length, rising:
SMILES,INS-1E GSIS act,miR122 inh,EWS-Fli inh,CFTR F508del cor,PAX8 reporter,FN deposition inh,DENV2 CPE
Cc1cc(C)nc(NNC2=CC(=O)CC(C)(C)C2)n1,3,.,8,.,-2,13,-6
Cc1ccc(N(CC(=O)NC(C)C)C(=O)CCC(=O)Nc2nccs2)cc1C,2,.,14,-0.5,-19,1,5
CNC[C@H]1Oc2ccc(NS(=O)(=O)c3ccc(C)cc3)cc2C(=O)N([C@H](C)CO)C[C@@H]1C,-6,-2[16.7 µM],-3,-0.9,-5,.,?

# (cont.)
SMILES,INS-1E GSIS act,miR122 inh,EWS-Fli inh,CFTR F508del cor,PAX8 reporter,FN deposition inh,DENV2 CPE
Cc1ccc(S(=O)(=O)N(C)C[C@@H]2Oc3ccc(NC(=O)Nc4ccccc4)cc3C(=O)N([C@@H](C)CO)C[C@H]2C)cc1,-2,-11[16.7 µM],-7,0.8,-1,.,-8
CN(C)C(=O)COC(=O)/C=C/c1cn(-c2ccccc2)nc1-c1cccs1,-11,-2,1,-2.6,16,10,8
Nc1ccc(Oc2ccc3c(c2)C(=O)NC3=O)cc1,-3,-6,4,4.8,-26,1,0
N#Cc1cccc(NC(=O)CSc2cccc[n+]2[O-])c1,.,0,-10,2.4,.,0,-4
CCc1ccc(NC(=S)N(CCCN2CCN(C)CC2)Cc2cccs2)cc1,14,-8,.,.,5,-1,.
Cc1ccccc1Cn1nc(C)c(NC(=O)/C=C/c2cnn(C)c2)c1C,14,.,.,.,3,-2,.
CCOC(=O)C(=O)N1CCC(C(=O)OCC)CC1,6,5,-19,0.2,14,1,5
O=C1CC(c2c(F)cccc2Cl)C(n2cncn2)C(O)=C1C1NCCc2ccccc21 (stereo not drawn),-6,1,4,-0.7,-10,0,-3
CN1CCSc2ccc(C(=O)NCc3ccccc3F)cc21,.,8,-36,-5.2,-36,-2,-3
Cc1ccc(OCCC(=O)OCC(=O)NC2CCS(=O)(=O)C2)cc1 (stereo not drawn),2,.,6,1.3,-14,4,?
CON(C)C(=O)C(C)(C)CC#CCN(CC#Cc1ccccc1)S(=O)(=O)c1ccc(C)cc1,.,.,-1,-0.7,4,-5,-5
COc1ccc(NC(=O)C2CCCN(S(=O)(=O)c3ccc4c(c3)oc(=O)n4C)C2)c(OC)c1 (stereo not drawn),-9,-4,-1,-0.8,20,-3,4
O=S(=O)(c1ccc(Cl)nc1)N1CCc2ccccc21,54*,0,2,2.3,13,6,-9
C=CCNC(=O)C1CCN(c2ccc(S(=O)(=O)N3CCOCC3)cc2[N+](=O)[O-])CC1,.,.,10,-0.1,-3,3,0
C/C(CC(=O)Nc1ccc(Br)cc1)=N\NC(=O)Cc1csc(N)n1,.,6,3,-0.4,1,2,1
C[C@H]1CN([C@@H](C)CO)C(=O)c2c(c3ccccc3n2C)-c2ccccc2CO[C@@H]1CN(C)Cc1ccc2c(c1)OCO2,-3,.,2,2.4,15,-6,6
CC(C)(C)NC(=O)c1ccc2nsnc2c1,.,.,-20,.,-6,-1,2
Cc1ccc([N+](=O)[O-])cc1Nc1nc(N2CCOCC2)nc(N2CCOCC2)n1,8,3,11,-0.9,-26,-6,.
O=C(c1ccc2c(c1)OCO2)N1CC[C@@H]2[C@@H](CO)Nc3ccc(-c4ccccc4)cc3[C@@H]21,-37,63[16.7 µM],13,2.2,-2,-5,-8
CC(C)(C)CC(=O)OCC(=O)Nc1cc(C(C)(C)C)nn1-c1ccccc1,-2,-7,.,.,.,1,.
NNC(=O)CCN1CCN(C(c2ccccc2)c2ccccc2)CC1,2,.,4,-1.9,-9,-2,.
CO[C@@H]1CN(C)C(=O)c2ccc(NC(C)=O)cc2OC[C@@H](C)N(C(=O)CN(C)C)C[C@@H]1C,-5,-4[16.7 µM],-5,1.6,-26,-6,.
Cc1ccc(NC(=O)c2cccc(S(=O)(=O)N3CCCCC3)c2)cc1,-12,2,17,-4.0,5,-4,4
NC(=O)COC(=O)c1cc(=O)[nH]c2ccccc12,-10,-6,-1,-1.9,-17,-9,-1
O=C(C[C@@H]1C=C[C@H](NC(=O)c2cccc(F)c2)[C@H](CO)O1)Nc1nccs1,2,.,6,3.7,9,11,?
CC(C)(C)NC(=O)Cn1nnc(-c2ccc(OCc3c(F)cccc3Cl)cc2)n1,-3,-4,-12,-2.3,-9,-8,-5
Cc1csc2nnc(N)n12,.,-6,.,.,13,3,.
O=C(CCC(=O)N1CCN(S(=O)(=O)c2ccc(Cl)cc2)CC1)Nc1ccc(Cl)cc1Cl,-17,1,10,0.8,-19,-1,-8
